# Screening data deposited in PubChem by several laboratories.
# MEKK3 PB1 HTS – MEKK3-MEK5 PB1 interaction, increase or decrease | binding response (% of control), % at 10 µM | AID 1529 | 290,000 compounds, 1.4% hits | bead-based flow cytometry, Alexa488-MEK5 binding to MEKK3; actives lie on both sides; 0 = blocked by unlabeled MEK5, 100 = vehicle;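 active = binding response more than 3 SD above or below the average of its plate-row segment, actives on both sides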;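 note: Alexa488 bead fluorescence after subtracting the streptavidin-only scavenger bead signal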
# Target sequence (Q99759 whole entry, looked up): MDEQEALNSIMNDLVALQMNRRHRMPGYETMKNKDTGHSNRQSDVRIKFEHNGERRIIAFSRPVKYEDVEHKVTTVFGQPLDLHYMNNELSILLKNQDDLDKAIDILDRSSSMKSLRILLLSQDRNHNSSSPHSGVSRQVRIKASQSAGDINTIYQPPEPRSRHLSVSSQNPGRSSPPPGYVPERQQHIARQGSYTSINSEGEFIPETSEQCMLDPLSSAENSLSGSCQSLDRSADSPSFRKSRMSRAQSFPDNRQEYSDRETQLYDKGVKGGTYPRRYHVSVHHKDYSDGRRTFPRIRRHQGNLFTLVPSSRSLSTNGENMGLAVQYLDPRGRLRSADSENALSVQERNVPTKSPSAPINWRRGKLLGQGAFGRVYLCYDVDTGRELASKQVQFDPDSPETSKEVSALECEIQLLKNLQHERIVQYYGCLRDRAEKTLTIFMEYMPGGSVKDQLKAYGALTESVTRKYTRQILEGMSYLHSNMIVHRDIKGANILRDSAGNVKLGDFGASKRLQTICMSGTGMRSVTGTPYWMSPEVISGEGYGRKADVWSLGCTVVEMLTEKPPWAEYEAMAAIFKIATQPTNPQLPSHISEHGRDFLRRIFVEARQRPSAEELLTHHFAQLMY
# SUMO HTRF inh – SUMOylation inhibition. P63279. HTRF SUMOylation assay, SAE1/SAE2 + UBC9, in vitro. inhibition, % at 35 µM. 290,000 compounds, 0.36% hits; in the data active = inhibition above about 50%, passing the limit was not always enough; note: strong numbers were not always called active
# Target sequence (P63279 whole entry, looked up): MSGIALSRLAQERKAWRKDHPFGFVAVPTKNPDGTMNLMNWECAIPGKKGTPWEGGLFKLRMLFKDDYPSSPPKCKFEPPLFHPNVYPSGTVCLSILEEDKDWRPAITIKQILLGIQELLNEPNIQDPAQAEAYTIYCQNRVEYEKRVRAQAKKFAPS
# GalR3 antagonist – antagonists of human GalR3; O60755; HEK293 GalR3-CNG cAMP membrane potential fluorescence; galR3 body fused to GalR1 C-terminus; inhibition, % at 3 µM; 360,000 compounds, 0.44% hits; AID 651719;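 active = inhibition above the screen-wide average plus 3 SD, cut at about 13% in these data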;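 note: forskolin and galanin both at EC90 stimulate the cells; cAMP rise reported by CNG channel membrane potential dye signal; 0% = forskolin plus galanin with DMSO and 100% = forskolin alone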
# Target sequence (O60755 1-299 limits assumed): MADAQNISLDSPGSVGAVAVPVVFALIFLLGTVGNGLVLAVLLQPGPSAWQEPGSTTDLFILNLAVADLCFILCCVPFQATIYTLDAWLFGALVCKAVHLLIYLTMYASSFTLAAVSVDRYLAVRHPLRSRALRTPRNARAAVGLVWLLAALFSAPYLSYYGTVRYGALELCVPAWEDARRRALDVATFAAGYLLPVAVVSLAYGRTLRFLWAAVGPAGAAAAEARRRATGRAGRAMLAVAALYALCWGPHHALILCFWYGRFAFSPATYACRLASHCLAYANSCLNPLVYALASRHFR
# MEKK2wt PB1 HTS – raises or lowers MEK5 binding to wildtype human MEKK2 PB1 domain; binding response (% of control), % at 10 µM; 290,000 compounds, 1.1% hits; Q9Y2U5; AID 1531; bead flow cytometry, Alexa488-MEK5 binding to MEKK2 WT; actives lie on both sides; in the data active = binding response below about 67% or above about 130%
# FID counter – counter-screen for HCV NS3 helicase inhibitors: DNA intercalator displacement | DNA fluorescent intercalator displacement, fluorescence | inhibition, % at 7.9 µM | 290,000 compounds, 0.17% hits; in the data active = inhibition above about 37%;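 note: 0% = vehicle and 100% = reference compound; higher means more ethidium bromide displaced from hairpin DNA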
# CRFBP-R2 block – blocks CRF-induced signaling of the CRF-BP/CRF-R2 complex; HEK293 CRF-R2/CRF-BP, CRF-induced calcium fluorescence; inhibition, % at 11.8 µM; 350,000 compounds, 0.59% hits; AID 588475;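 active = inhibition of the ligand-induced calcium signal above about 50% at the single tested concentration, limit read from the data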
# CRFR2-BP ag – agonists of human CRF-binding protein/CRF-R2 receptor complex; HEK293 CRF-R2/CRF-BP, calcium dye fluorescence (FLIPR); percent of saturating CRF peptide response; 350,000 compounds, 0.46% hits; activation, % at 13.2 µM;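 active = activation of at least 50%, plus an integration ratio under a set limit after plate pattern correction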;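 note: plate controls were neutral control wells without compound for no effect and CRF at EC100 for full effect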
# NS3 helicase inh – blocks Hepatitis C virus NS3 helicase unwinding; 290,000 compounds, 0.56% hits; inhibition, % at 10.9 µM; NS3 helicase DNA unwinding, Cy5 molecular beacon fluorescence;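 active = inhibition above the mean of all tested compounds plus 3 SD, set per campaign, cut at about 35% in these data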;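 note: 0% = DMSO wells and 100% = thioflavine S control wells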
#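 Test system: hepatitis C virus NS3 helicase domain fragment enzyme. Also added: annealed dual-labelled DNA beacon duplex, ATP-started. Timing: 60 min unwinding reaction at 25 °C after ATP addition. Technique: Cy5 fluorescence. Measure: % inhibition of unwinding.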
# MEKK2 mut-MEK5 – signal of MEK5 binding to mutant human MEKK2 PB1 domain; bead flow cytometry, Alexa488-MEK5 binding to MEKK2 mutant; percent response, % at 10 µM; 290,000 compounds, 0.35% hits; in the data active = percent response above about 24%, passing the limit was not always enough; note: inactives centre near 1; some results filed as inactive read as strong as hits; reference of the scale not given here
# An asterisk follows results filed as active; . = no result given. Not all compounds are listed, so the mix of outcomes need not match the whole.
SMILES,MEKK3 PB1 HTS,SUMO HTRF inh,GalR3 antagonist,MEKK2wt PB1 HTS,FID counter,CRFBP-R2 block,CRFR2-BP ag,NS3 helicase inh,MEKK2 mut-MEK5
COc1ccc(OCC(O)Cn2c(N)nc3c2c(=O)[nH]c(=O)n3C)cc1 (stereo not drawn),91,4,8,91,-2,-4,-0.8,1,-6
CCOc1ccc2nc(SCC(=O)NNC(=O)c3ccco3)c(C)cc2c1,97,0,0,94,-26,4,1.8,-16,-4
Cc1cccc(-n2cnc(C(=O)NC3CCCCCC3)c2)n1,103,24,-1,105,-21,20,-1.9,8,-6
Cc1onc(-c2c(F)cccc2Cl)c1C(=O)N1CCc2ccccc21,101,24,.,104,-9,8,-5.2,9,4
CCC(=O)N1CCc2cc(S(=O)(=O)CCC(=O)NCc3ccc(OC)cc3)ccc21,98,18,0,97,-25,-22,2.5,4,0
Cc1ccc(S(=O)(=O)N(C)C)cc1NC(=O)COC(=O)c1sc2cc(Cl)ccc2c1Cl,104,8,-2,94,-1,-3,5.0,1,-1
COc1ccc([N+](=O)[O-])cc1NCc1ccco1,86,28,-7,83,1,48,-0.8,12,-23
CC(=O)c1ccc[n+](CC(=O)NC(C)c2ccccc2)c1 (stereo not drawn),102,12,-13,104,2,-9,0.2,5,3
Cc1cc(C(=O)COC(=O)c2ccc(Br)o2)c(C)n1Cc1ccco1,102,10,-11,102,-14,.,.,1,2
CN1C(=O)NC(c2ccc(C(F)(F)F)cc2)C2=C1CC(C)(C)CC2=O (stereo not drawn),112,4,-9,110,-22,1,11,3,15
COc1ccc(C2(C(=O)NCc3ccccc3Cl)CCOCC2)cc1OC,100,7,7,94,-3,-1,-1.2,-21,-6
COc1cc(/C=N/O)cc(Br)c1OCC(=O)NCc1ccccc1,96,-10,-6,98,-13,2,-2.1,7,-2
COc1ccc(CNC(=O)CN2C(=O)CSc3ccc(S(=O)(=O)N4CCOCC4)cc32)c(OC)c1,101,-2,3,101,-28,5,-1.3,7,-1
CC(=O)c1cccc(NC(=O)Nc2ccc3c(c2)OCO3)c1,99,-8,0,98,-9,-5,1.4,17,1
C#Cc1ccc(CN2CCC(C(=O)Nc3ccc(Oc4ccccc4)nc3)CC2)cc1,104,-5,-7,116,27,-7,3.7,-20,3
O=C(Cc1ccccc1)NCCc1c[nH]c2ccccc12,102,-3,-4,108,-5,21,-0.1,7,3
COc1ccc(C)cc1NC(=O)C(OC(=O)CNC(=O)c1ccc(Oc2ccccc2)cc1)c1ccccc1 (stereo not drawn),119,-20,-6,102,-4,1,1.9,-3,-1
Cc1cccc(OCC(=O)NNC(=O)CCCCC(=O)NNC(=O)COc2cccc(C)c2)c1,100,1,0,105,-22,7,-0.7,12,2
Nc1ccc(N(CCO)CCO)cc1,92,60,-4,96,3,-12,0.3,3,-4
CCNC(=S)NNC(=O)Cn1nc(C)cc1C,96,23,.,103,0,-18,12,-2,1
O=C(NCc1ccccc1)C(c1cccnc1)N(C(=O)c1ccccn1)c1cccc(F)c1 (stereo not drawn),98,-4,-9,97,-30,-1,-1.4,9,-4
NC(=O)C1CCN(c2nc3c(S(=O)(=O)c4ccccc4)nnn3c3ccccc23)CC1,102,.,-7,106,-23,-16,1.6,5,5
Cc1nc2ccc(C(=O)Nc3cccc([N+](=O)[O-])c3)cc2s1,109,12,-8,103,5,-15,-0.8,6,2
CC(=O)NS(=O)(=O)c1ccc(NC(=S)NC(=O)Cc2ccccc2)cc1,101,2,-6,96,-2,-5,-0.1,8,-2
COc1ccc(/C=C(\NC(=O)c2cccs2)C(=O)N2CCOCC2)cc1OC,89,17,-2,97,-14,-14,-0.4,16,-1
CCN(CC)c1ccc(/C=C2\C(=O)N(c3nnc(C)c(=O)[nH]3)N=C2C)cc1,100,-28,1,97,-10,-37,11,-2,2
COCc1cccc(N2C(=O)CC(C3C=C(C)C4C(=O)N(c5cccc(COC)c5)C(=O)C4C3)C2=O)c1 (stereo not drawn),98,-8,-6,101,-49,-3,-1.3,-7,1
Cc1ccc(-c2cc(C(=O)Nc3c(C)n(C)n(-c4ccccc4)c3=O)no2)cc1,98,22,1,97,-3,9,-0.1,-6,-3
COc1ccccc1C(=O)Nc1ccnn1C1CCN(Cc2ccn[nH]2)CC1,100,14,-3,108,-4,2,-0.3,3,5
COc1ccc(CONS(=O)(=O)c2ccc(NC(C)=O)cc2)cc1Cl,95,-23,-7,94,0,-10,-0.4,-13,-4
C=CCOc1cccc(C2C(C(=O)c3cc4ccccc4o3)=C(O)C(=O)N2c2cc(C)on2)c1 (stereo not drawn),100,2,-8,96,-35,8,1.3,32,0
CN1CCN(C(=O)C2CC(=O)N(c3ccc(Cl)cc3)C2)CC1 (stereo not drawn),101,18,-1,97,-2,0,0.4,2,2
COc1ccc(CNC(=O)C2CCN(S(=O)(=O)c3cccnc3)CC2)cc1,105,1,-6,103,-7,4,-0.9,12,-4
Cc1cc(Cl)c2ccc(Cl)cc2n1,106,10,2,104,-1,1,-0.6,-1,5
C/C(N)=C(/C#N)C(=O)COC(=O)c1ccccc1Cc1ccccc1,107,-6,-4,104,-11,-8,-0.8,-7,-1
CC1(C)CCSC(/C=C/c2ccccc2)=N1,101,11,-7,105,-6,-4,2.1,-4,4
CC(C)=CCc1cc(-c2oc3cc(O)cc(O)c3c(=O)c2O)ccc1O,106,.,-6,97,.,-9,1.4,.,2
Cc1ccccc1NC(=O)CC(=O)Nc1ccccc1C,102,8,-12,104,-4,13,1.6,-11,0
COCCNC(=S)N1CCN(C(c2ccccc2)c2ccccc2)CC1,103,1,-1,104,-35,-7,-0.3,12,-4
CCOC(=O)C1CCN(C(=O)COc2cccc(C)c2)CC1,101,7,-2,99,-12,3,-1.0,6,3
O=C(NCc1nc2ccccc2[nH]1)C1=C[C@@H](c2ccc(C(F)(F)F)cc2)C[C@@H](OCCCCO)O1,102,.,-6,97,.,3,-2.2,.,-4
Cc1noc(C)c1CSc1nnc(-c2ccccc2)o1,99,-1,-3,90,-11,14,-1.1,0,-7
CCc1nnc(N/N=C/c2ccc(N3CCC(C)CC3)c([N+](=O)[O-])c2)n1N,94,3,-3,99,5,2,-0.9,-1,-2
CC(NC(=O)C1CCN(C(=O)[C@@H]2Cc3ccccc3CN2C(=O)OC(C)(C)C)CC1)c1ccccc1 (stereo partly drawn),98,6,1,94,-60,1,-0.8,7,-1
CCN(CC)C(=O)C12CC3CC(CC(Br)(C3)C1)C2,100,-10,-3,102,-2,4,-1.9,-1,-2
O=C(O)CSc1nc2ccccc2[nH]1,104,6,-3,101,3,3,1.0,1,0
CCC(CC)COC(=O)C1=C(C)NC(=O)NC1c1ccc([N+](=O)[O-])cc1 (stereo not drawn),105,-2,-4,100,-20,-15,-2.1,1,7
N#CCCN1CCC(NC(=O)OCc2ccccc2)CCC1=O (stereo not drawn),105,-18,1,107,-9,7,-2.8,1,-5

# Copied from the listing, 5 compounds:
SMILES,MEKK3 PB1 HTS,SUMO HTRF inh,GalR3 antagonist,MEKK2wt PB1 HTS,FID counter,CRFBP-R2 block,CRFR2-BP ag,NS3 helicase inh,MEKK2 mut-MEK5
CCOC(=O)C1CCN(C(=O)COc2cccc(C)c2)CC1,101,7,-2,99,-12,3,-1.0,6,3
O=C(NCc1nc2ccccc2[nH]1)C1=C[C@@H](c2ccc(C(F)(F)F)cc2)C[C@@H](OCCCCO)O1,102,.,-6,97,.,3,-2.2,.,-4
Cc1noc(C)c1CSc1nnc(-c2ccccc2)o1,99,-1,-3,90,-11,14,-1.1,0,-7
CCc1nnc(N/N=C/c2ccc(N3CCC(C)CC3)c([N+](=O)[O-])c2)n1N,94,3,-3,99,5,2,-0.9,-1,-2
CC(NC(=O)C1CCN(C(=O)[C@@H]2Cc3ccccc3CN2C(=O)OC(C)(C)C)CC1)c1ccccc1 (stereo partly drawn),98,6,1,94,-60,1,-0.8,7,-1

# The list goes on.
SMILES,MEKK3 PB1 HTS,SUMO HTRF inh,GalR3 antagonist,MEKK2wt PB1 HTS,FID counter,CRFBP-R2 block,CRFR2-BP ag,NS3 helicase inh,MEKK2 mut-MEK5
CCOC(=O)CN(C(=O)c1ccccc1[N+](=O)[O-])C(C)(C)C,101,6,3,100,-1,0,0.2,-5,2
COc1ccc(CNC(=O)/C=C/c2ccccc2[N+](=O)[O-])cc1,102,-7,-3,89,-2,-18,-0.2,-2,-9
O=C(/C=C/c1ccccc1)NC(NC(=S)Nc1ccc(Cl)cc1)C(Cl)(Cl)Cl (stereo not drawn),100,-4,0,117,5,22,0.0,2,8
C/C(N)=C(/C#N)C(=O)CSc1nnc(C)n1-c1ccccc1,99,7,-3,91,-4,11,0.6,9,-7
COC(=O)NC(=S)Nc1ccc(Oc2ccc(Cl)cc2Cl)c(Cl)c1,100,-14,-1,93,-1,17,-0.9,-6,2
CCCn1nnnc1-c1ccc(Cl)cc1,97,-13,-5,102,0,17,-1.7,-6,4
COc1ccc(Cc2n[nH]c(=S)n2C)cc1Br,94,-5,0,81,-5,-2,-1.1,18,-11
CCc1cc(C(=O)NNC(=O)CCN2CCN(c3ccccc3)CC2)sc1C,102,9,-1,103,-2,11,-0.2,-45,9
COc1cccc(CNC(=O)CCNS(=O)(=O)c2ccc3c(c2)CC(C)N3C(C)=O)c1 (stereo not drawn),100,10,-2,104,-24,21,-0.4,-1,1
O=C(COc1ccc(Cl)cc1)NCc1nnc2c3ccccc3c(-c3ccccc3)nn12,103,-1,-5,120,-9,-7,-0.5,0,13
COC(=O)CN1C(C)=Nc2ccc(C)cc2C1c1ccccc1 (stereo not drawn),115,13,-5,103,0,-3,-0.6,-2,-3
O=C(CSc1nc(-c2ccccc2)cc(C(F)(F)F)n1)NCc1cccs1,97,16,2,94,-5,1,-1.1,12,-3
Cc1cccc(-n2c(Cc3ccccc3)n[nH]c2=S)c1,86,-5,-1,85,-16,-32,-0.8,8,-12
COc1ccc2nc(SCC(=O)Nc3ccc(S(=O)(=O)N4CCCC4)cc3)c(C#N)cc2c1,97,-4,-4,92,-10,6,14,-16,3
Cc1ccccc1NC(=O)CN(C)S(=O)(=O)c1ccc2c(c1)n(C)c(=O)c(=O)n2C,102,5,3,102,-11,-7,1.4,2,0
Cc1cc(Br)cn2cc(C(=O)O)nc12,100,2,-2,98,-2,-19,0.8,-10,-1
O=C1CC(c2ccccc2)CC(O)=C1C=Nc1ccc(O)cc1 (stereo not drawn),105,3,-3,103,-9,13,2.8,-1,-3
CCC1C(=O)NCCN1C(=O)c1cc(COc2cc(C)ccc2C)on1 (stereo not drawn),96,-13,-1,96,-45,11,0.4,8,-4
CC1CCCCC1NS(=O)(=O)c1ccc(S(=O)(=O)N2CCCC2)cc1 (stereo not drawn),106,6,1,103,-26,-2,-0.8,14,5
CC(C)CNS(=O)(=O)c1ccc(CCC(=O)NCCc2ccccc2)cc1,110,18,-10,111,-31,-3,-0.6,5,14
O=C(CC1Oc2ccccc2NC1=O)NC1CC1 (stereo not drawn),.,18,1,.,-3,.,.,-6,.
COc1ccc(CNC(=O)NCCc2c[nH]c3ccccc23)cc1,95,-8,-10,94,-14,-10,-0.1,23,-10
Cc1ccc(COC(=O)c2ccc3ccccc3n2)cc1,106,0,-1,105,-29,0,-0.7,-10,4
COc1ccc(S(=O)(=O)N(C)C)cc1NCC(=O)Nc1ccc(F)cc1F,107,-10,-10,111,-1,13,-1.4,4,-1
